MEKK2mut PB1 HTS = signal of MEK5 binding to mutant human MEKK2 PB1 domain | percent response, % at 10 µM | bead flow cytometry, Alexa488-MEK5 binding to MEKK2 mutant | 290,000 compounds, 0.35% hits; in the data active = percent response above about 24%, passing the limit was not always enough; note: inactives centre near 1; some results filed as inactive read as strong as hits
VIM-2 inhibitor = inhibitors of Pseudomonas aeruginosa VIM-2 metallo-beta-lactamase; purified VIM-2, nitrocefin hydrolysis, epi-absorbance fluorescence; inhibition, % at 5.6 µM; 290,000 compounds, 0.89% hits; AID 1527;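 active = inhibition above the mean of all tested compounds plus 3 SD, cutoff set per screening run, cut at about 7.5% in these data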;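 note: red hydrolysis product quenches plate fluorescence so inhibitors raise well fluorescence; 0% = enzyme with DMSO and 100% = DMSO without enzyme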
MEKK2 WT-MEK5 = raises or lowers MEK5 binding to wildtype human MEKK2 PB1 domain | 290,000 compounds, 1.1% hits | bead flow cytometry, Alexa488-MEK5 binding to MEKK2 WT; actives lie on both sides | binding response (% of control), % at 10 µM | Q9Y2U5 | AID 1531; in the data active = binding response below about 67% or above about 130%
IMP-1 inh = inhibitors of Pseudomonas aeruginosa IMP-1 metallo-beta-lactamase | purified IMP-1, nitrocefin hydrolysis, epi-absorbance fluorescence | inhibition, % at 5.6 µM | 290,000 compounds, 0.45% hits | AID 1556;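 active = inhibition above the mean plus 3 SD of all compounds in the same screening run, cut at about 4.5% in these data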;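 note: 0% = IMP-1 with DMSO and 100% = DMSO wells lacking enzyme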
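Assay system: purified IMP-1; Quantity: IMP-1 0.2 nM before substrate addition; Medium: HEPES buffer pH 7.1 with ZnSO4 and Brij 35; Incubation: 15 min enzyme–compound preincubation, then 25 min nitrocefin reaction, 25 °C; Signal: fluorescence quenching readout, ex 480/em 530 nm; Controls: DMSO with and without IMP-1; Repeats: singlicate testing.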
NALP1 inh = inhibitors of NALP1 inflammasome in yeast; S. cerevisiae NALP1/ASC/caspase-1 growth, X-gal OD620, 72 h; inhibition, % at 10 µM; 280,000 compounds, 0.61% hits; AID 2071; in the data active = inhibition mostly above about 24%, no sharp cut-off; inactive = mostly below about 32%; note: some compounds called inactive have numbers as strong as hits
UBC9 SUMO inh = SUMOylation inhibition. P63279. HTRF SUMOylation assay, SAE1/SAE2 + UBC9, in vitro. inhibition, % at 35 µM. 290,000 compounds, 0.36% hits. AID 2006; in the data active = inhibition above about 50%, passing the limit was not always enough; note: strong numbers were not always called active
Target sequence (P63279 whole entry, looked up): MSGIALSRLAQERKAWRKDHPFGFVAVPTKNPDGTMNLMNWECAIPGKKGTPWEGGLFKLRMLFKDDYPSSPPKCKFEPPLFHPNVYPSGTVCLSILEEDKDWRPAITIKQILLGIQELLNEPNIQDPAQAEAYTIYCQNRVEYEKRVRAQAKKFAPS
HCV NS3 hel inh = inhibitors of Hepatitis C virus NS3 helicase | NS3 helicase DNA unwinding, Cy5 molecular beacon fluorescence | inhibition, % at 10.9 µM | 290,000 compounds, 0.56% hits | AID 1800;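 active = inhibition above the mean of all tested compounds plus 3 SD, set per campaign, cut at about 35% in these data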;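 note: 0% = DMSO wells and 100% = thioflavine S control wells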
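assay system = NS3 helicase fragment of HCV | buffer or medium = MOPS pH 6.5, MgCl2, DTT, Tween20, BSA | timing = 60 min unwinding reaction at 25 °C after ATP addition | signal = Cy5 beacon fluorescence read at start and 1 h | read-out basis = % inhibition of unwinding | control set = low DMSO, high thioflavine S at 110 µM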
PfM18AAP inh = PfM18AAP enzyme inhibition | recombinant PfM18AAP, H-Glu-NHMec fluorogenic cleavage | inhibition, % at 7.35 µM | 290,000 compounds, 1.2% hits;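 active = inhibition above the campaign mean inhibition over all tested compounds plus 3 SD, cut at about 28% in these data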;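 note: 0% = plate median of test compound wells and 100% = 2 mM ZnCl2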
DNA FID counter = fluorescent intercalator displacement, NS3 helicase counter-screen. DNA fluorescent intercalator displacement, fluorescence. inhibition, % at 7.9 µM. 290,000 compounds, 0.17% hits; in the data active = inhibition above about 37%;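 note: 0% = vehicle and 100% = reference compound; higher means more ethidium bromide displaced from hairpin DNA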
Numbers without * were called inactive; / = no result given.

no.	canonical_smiles	MEKK2mut PB1 HTS	VIM-2 inhibitor	MEKK2 WT-MEK5	IMP-1 inh	NALP1 inh
1	C#CCSc1nnc(CNS(=O)(=O)c2ccc(Br)cc2)n1C	0	2.9	100	-1.1	1
2	COc1ccc(N2CCN(CCNC(=O)c3ccc(NC(=O)C4CCCO4)cc3)CC2)cc1 (stereo not drawn)	3	0.6	115	-1.0	11
3	COc1ccc(OCC(=O)Nc2nonc2NC(=O)COc2ccc(OC)cc2)cc1	1	-2.2	103	-3.5	16
4	COc1ccc2nc(SCC(=O)NCc3ccc(F)cc3)[nH]c2c1	4	0.1	105	-1.9	7
5	NC(=O)NC(=O)CSc1nc2sc(-c3ccccc3)cc2c(=O)n1-c1ccccc1	-4	-3.4	94	-1.1	-3
6	CCN(CC)C(=O)CC(c1ccc(F)cc1)c1ccco1 (stereo not drawn)	9	-3.1	110	-1.7	8
7	C=CCN(CC=C)C(=O)c1cc2ccccc2c(=O)o1	-1	-2.6	91	-0.1	26
8	O=C(O)c1cccc(Cn2c(Cl)c(/C=N/NC(=O)c3ccccc3Cl)sc2=O)c1	/	-2.6	/	-3.6	21

no.	UBC9 SUMO inh	HCV NS3 hel inh	PfM18AAP inh	DNA FID counter
1	14	1	2	-4
2	20	-7	-2	-2
3	16	-4	-2	-9
4	16	-13	2	-5
5	4	2	0	-4
6	15	11	-8	-33
7	-7	-5	-6	-10
8	3	4	-25	-30

Further results
no.	canonical_smiles	MEKK2mut PB1 HTS	VIM-2 inhibitor	MEKK2 WT-MEK5	IMP-1 inh	NALP1 inh
9	Cc1cc(F)ccc1NC(=O)c1cnccn1	-1	-1.4	95	-3.0	-18
10	O=C(COC(=O)c1cncc(Br)c1)NCC1CCCO1 (stereo not drawn)	5	-2.8	105	-2.5	0
11	CC1CCN(CCn2c(=S)[nH]c3cc4c(cc3c2=O)OCO4)CC1	-4	0.0	99	-3.1	-20
12	CCc1c(OC(C)=O)c2ccccc2n(C)c1=O	-1	1.9	101	0.2	25
13	NC1=NC(c2cn[nH]c2-c2ccc(F)cc2)n2c(nc3ccccc32)N1 (stereo not drawn)	-2	-4.3	100	-3.2	19
14	CCCCn1c(-c2ccco2)n[nH]c1=S	0	42*	102	-3.9	13
15	O=C(Cc1cccs1)NCc1ccc(F)cc1	1	-1.1	102	-1.9	-1
16	C=CCSc1nc(C)c(CC(=O)OCCCC)c(=O)[nH]1	11	-0.9	104	-2.0	18

no.	UBC9 SUMO inh	HCV NS3 hel inh	PfM18AAP inh	DNA FID counter
9	18	7	1	1
10	10	3	0	-4
11	8	-8	0	0
12	15	10	0	-9
13	14	-3	0	2
14	16	1	19	-5
15	2	-5	0	3
16	24	-4	-16	-11

Following part:
no.	canonical_smiles	MEKK2mut PB1 HTS	VIM-2 inhibitor	MEKK2 WT-MEK5	IMP-1 inh	NALP1 inh
17	CCOc1ccc(C(C)=O)cc1CSc1nnc(-c2cccs2)n1CC1CCCO1 (stereo not drawn)	2	-2.0	97	-3.1	1
18	O=C1CC(C(=O)NCc2ccccc2)N=C(N2CCCCC2)N1 (stereo not drawn)	-2	-1.9	97	-0.3	-26
19	CS(=O)(=O)N1CCN(Cc2ccc(C(F)(F)F)cc2)CC1	0	-4.0	95	-1.6	4
20	CC[C@@H]1CC=C[C@H]2[C@H]1C(=O)N(Cc1ccccc1)[C@H]2c1ccc2ccccc2c1	-7	/	94	/	6
21	O=C(CCCN1C(=O)/C(=C/c2cccs2)SC1=S)NNC(=O)c1ccncc1	-13	-0.6	61	-2.0	-4
22	CCc1nc(-c2ccc(C)nc2OC)no1	3	-2.5	104	-1.4	11
23	Cc1ccc(NC(=O)CSc2nnc(-c3cnccn3)n2-c2ccccc2)cc1	7	-1.6	108	-1.6	-17
24	CN(C)c1ccc(C(=O)OCc2ccccc2)cc1	6	-3.2	108	-3.7	8

no.	UBC9 SUMO inh	HCV NS3 hel inh	PfM18AAP inh	DNA FID counter
17	7	-2	-1	-27
18	19	2	4	1
19	15	1	-1	2
20	1	/	/	/
21	34	1	10	5
22	47	1	2	2
23	4	1	-13	-2
24	23	-20	-8	2

Retrieved by structure from above, 2 records:
no.	canonical_smiles	MEKK2mut PB1 HTS	VIM-2 inhibitor	MEKK2 WT-MEK5	IMP-1 inh	NALP1 inh
22	CCc1nc(-c2ccc(C)nc2OC)no1	3	-2.5	104	-1.4	11
21	O=C(CCCN1C(=O)/C(=C/c2cccs2)SC1=S)NNC(=O)c1ccncc1	-13	-0.6	61	-2.0	-4

no.	UBC9 SUMO inh	HCV NS3 hel inh	PfM18AAP inh	DNA FID counter
22	47	1	2	2
21	34	1	10	5

The results go on.
no.	canonical_smiles	MEKK2mut PB1 HTS	VIM-2 inhibitor	MEKK2 WT-MEK5	IMP-1 inh	NALP1 inh
25	Cc1ccc(NS(=O)(=O)c2cc(C(=O)NCc3cccnc3)ccc2C)cc1	4	-3.9	102	-3.3	-1
26	Cc1c(C)n(Cc2ccccc2)c2ncnc(N)c12	3	-3.1	103	-1.3	17
27	O=C(C1=COCCO1)N1CCN(S(=O)(=O)c2cccc(Cl)c2Cl)CC1	1	-1.4	102	0.8	15
28	CCC(C)(C)NC(=O)C(c1ccccc1)N(Cc1cccs1)C(=O)Cn1nnc2ccccc21 (stereo not drawn)	-3	0.5	93	-1.0	/
29	O=S(=O)(NC(=NCc1ccccc1)c1ccccc1F)c1ccccc1	-11	0.8	92	0.8	8
30	CC(=O)Nc1ccc(SCC(=O)c2cc(C)n(-c3ccccc3)c2C)cc1	0	-2.0	118	-4.2	28
31	O=C(COC(=O)c1cc2ccccc2oc1=O)c1cccc([N+](=O)[O-])c1	14	-1.1	114	-2.1	36
32	O=C(O)c1ccc(N/N=C/c2ccc(-c3cc(Cl)ccc3Cl)o2)cc1	-16	1.5	93	-0.9	/

no.	UBC9 SUMO inh	HCV NS3 hel inh	PfM18AAP inh	DNA FID counter
25	1	-8	3	-30
26	30	-5	-3	-3
27	11	3	-13	-11
28	/	1	5	-26
29	-6	9	-3	-12
30	6	-3	6	-9
31	7	-5	-1	4
32	17	40*	-11	-21

Profiles as entered above.
Listed for Cc1ccc(NS(=O)(=O)c2cc(C(=O)NCc3cccnc3)ccc2C)cc1 = MEKK2mut PB1 HTS: 4; VIM-2 inhibitor: -3.9; MEKK2 WT-MEK5: 102; IMP-1 inh: -3.3; NALP1 inh: -1; UBC9 SUMO inh: 1; HCV NS3 hel inh: -8; PfM18AAP inh: 3; DNA FID counter: -30
Listed for CCC(C)(C)NC(=O)C(c1ccccc1)N(Cc1cccs1)C(=O)Cn1nnc2ccccc21 (stereo not drawn) = MEKK2mut PB1 HTS: -3; VIM-2 inhibitor: 0.5; MEKK2 WT-MEK5: 93; IMP-1 inh: -1.0; NALP1 inh: /; UBC9 SUMO inh: /; HCV NS3 hel inh: 1; PfM18AAP inh: 5; DNA FID counter: -26

The listing continues.
no.	canonical_smiles	MEKK2mut PB1 HTS	VIM-2 inhibitor	MEKK2 WT-MEK5	IMP-1 inh	NALP1 inh
33	O=C(O)c1ccc2c(=O)n3c(nc2c1)/C(=C/c1ccc(Cl)c([N+](=O)[O-])c1)CC3	-3	2.4	100	-1.0	1
34	CC1(C)CC(=O)C(C=NCCN2CCN(C(=O)c3ccccc3)CC2)=C(O)C1	-2	-5.0	98	-2.8	6
35	Cc1cc(C(=O)N2CCN(c3ccccn3)CC2)no1	0	-1.5	93	-1.7	11
36	Cc1cccc(N(CC(=O)NC2CCCCC2)C(=O)c2csnn2)c1	-3	-3.4	103	-1.3	-1
37	Cc1cc(C(=O)OCCN2C(=O)c3ccccc3C2=O)c2ccccc2n1	1	2.9	98	-2.5	-7
38	O=C(NCCc1c[nH]c2ccccc12)c1cnc2n(c1=O)CCS2	6	0.9	104	-0.1	0
39	O=c1[nH]c(CN2CCN(S(=O)(=O)c3ccc4c(c3)OCCO4)CC2)nc2sc3c(c12)CCCC3	2	-2.9	101	0.9	17
40	CCc1ccc(OCC(=O)Nc2cccc3c2CCCC3)cc1	0	-1.8	103	-1.8	17

no.	UBC9 SUMO inh	HCV NS3 hel inh	PfM18AAP inh	DNA FID counter
33	16	16	-6	-14
34	14	-4	1	-14
35	19	5	1	-3
36	2	0	-1	-12
37	-18	0	2	-22
38	40	-8	3	2
39	-8	-6	-1	-1
40	-17	4	-2	-24

(further entries)
no.	canonical_smiles	MEKK2mut PB1 HTS	VIM-2 inhibitor	MEKK2 WT-MEK5	IMP-1 inh	NALP1 inh
41	CCn1c(SCC(=O)Nc2ccccc2)nnc1-c1ccc(S(=O)(=O)N2CCOCC2)cc1	3	-5.7	101	-5.2	10
42	Cn1nc(-c2ccccc2)cc1NC(=O)CCCC(=O)O	-7	-2.2	100	-2.8	0
43	CCOC(=O)N1CCN(S(=O)(=O)c2ccc(C(=O)N(CCN(CC)CC)c3nc4ccc(C)cc4s3)cc2)CC1	20	-1.4	130	0.0	18
44	CCc1nccn1CCC(=O)N1CCCC(N2CCN(c3cccc(Cl)c3)CC2)C1 (stereo not drawn)	1	-2.4	106	-1.7	10
45	O=S(=O)(c1ccc(N2CCN(c3ccc(F)cc3)CC2)cc1)N1CCCC1	0	-4.9	95	-1.0	12
46	COc1cccc(C(=O)NCC2CCN(c3ccc(S(=O)(=O)N4CCOCC4)cc3)CC2)c1	-36	-3.8	88	-3.0	5
47	COc1ccc(CN2C(=O)c3ccccc3C2=O)cc1	7	0.2	105	-1.8	10
48	CCOc1ccc(C(=O)Nc2ccccc2N2CCCC2)cc1	3	0.1	101	-1.9	26

no.	UBC9 SUMO inh	HCV NS3 hel inh	PfM18AAP inh	DNA FID counter
41	20	-1	4	-3
42	-1	10	-2	3
43	14	10	3	17
44	-12	-2	-3	7
45	0	-10	0	-2
46	19	0	-3	-8
47	4	3	-2	-11
48	6	-5	2	-10

(listing goes on)
no.	canonical_smiles	MEKK2mut PB1 HTS	VIM-2 inhibitor	MEKK2 WT-MEK5	IMP-1 inh	NALP1 inh
49	COc1ccc(-c2[nH]ncc2CN2CCC(C(=O)N3CCOCC3)CC2)c(F)c1	-12	-2.3	95	-1.5	8
50	Nc1c(C(=O)NCc2ccco2)nnn1CC(=O)Nc1ccccc1	1	-3.8	105	-4.1	12
51	O=C(Nc1ccc(N2CCCC2)cc1)c1ccc2ccccc2c1	-1	3.5	95	-0.6	16
52	CCOC(=O)CN1C(=O)C(=O)c2cc(C)ccc21	4	-1.4	101	-3.0	16

no.	UBC9 SUMO inh	HCV NS3 hel inh	PfM18AAP inh	DNA FID counter
49	6	4	3	4
50	0	1	-9	-1
51	3	-83	21	9
52	24	-20	1	0

Source: PubChem
